ARFGAP1 inh: inhibitors of rat ARFGAP1 GAP activity, primary screen, biochemical, fluorescence polarization, GDP tracer | ADP-ribosylation factor GTPase-activating protein 1 (Rattus norvegicus), Q62848 | Arfgap1-stimulated ARF1 GTP hydrolysis, GDP FP detection | inhibition, % at 16.5 µM | 0.26% of 360,000 active;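 active = inhibition above a per-plate limit, mean inhibition of low control wells plus 3 SD, cut at about 25% in these data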;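 note: 0% = DMSO wells with enzyme and 100% = wells lacking Arfgap1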
Target sequence (Q62848 1-136 limits assumed): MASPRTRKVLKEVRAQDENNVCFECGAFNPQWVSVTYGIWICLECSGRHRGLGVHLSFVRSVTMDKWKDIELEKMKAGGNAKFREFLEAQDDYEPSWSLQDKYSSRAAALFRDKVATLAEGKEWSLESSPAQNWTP
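Repeats: one replicate per compound; assay system: rat Arfgap1 catalytic domain, aa 1-136; times: enzyme reaction 120 min at 25 °C after 20 min preincubation; detection: FP of antibody-bound GDP Alexa 633 tracer, ex 620/em 688 nm; benchmarks: high control wells lacking Arfgap1, low control full reaction with DMSO; reagent: human ARF1(Δ1-17)-GTP substrate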
HGIII-sPLA2 inh: human group III sPLA2 inhibitors, primary screen, biochemical, QFRET, BODIPY PC-A2 liposome substrate; Group 3 secretory phospholipase A2 (Homo sapiens), Q9NZ20; AID 743126, 2013; 0.56% of 370,000 active; inhibition, % at 12.2 µM; QFRET BODIPY PC-A2 liposome hydrolysis, fluorescence;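 active = inhibition above mean plus 3 SD of compounds lying within the high and low control bounds, cut at about 19% in these data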;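 note: 0% = median of test compound wells and 100% = no enzyme DMSO wells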
proKLK7 act: proKLK7 zymogen activators, primary screen, biochemical, fluorescence intensity | Kallikrein-7 (Homo sapiens), P49862 | purified proKLK7, EDANS-DABCYL substrate fluorescence; 100% is mature enzyme control, 0% vehicle | activation, % at 7 µM | 0.9% of 370,000 active | AID 652039, 2013;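 active = activation above the mean of all tested compounds plus 3 SD, computed per campaign excluding outliers beyond control limits, cut at about 13% in these data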
Target sequence (P49862 whole entry, looked up): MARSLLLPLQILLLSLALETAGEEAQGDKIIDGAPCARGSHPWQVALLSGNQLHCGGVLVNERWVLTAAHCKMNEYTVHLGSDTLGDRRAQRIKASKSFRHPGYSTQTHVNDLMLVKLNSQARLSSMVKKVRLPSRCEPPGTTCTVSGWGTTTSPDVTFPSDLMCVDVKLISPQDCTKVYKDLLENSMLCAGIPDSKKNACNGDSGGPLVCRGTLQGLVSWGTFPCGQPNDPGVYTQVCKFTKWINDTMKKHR
ASAP1 GAP inh: inhibitors of human ASAP1 ArfGAP activity, primary screen, biochemical, fluorescence polarization | Arf-GAP with SH3 domain, ANK repeat and PH domain-containing protein 1 (Homo sapiens), … | ASAP1-stimulated ARF1 GTP hydrolysis, GDP FP detection | inhibition, % at 16.5 µM | 0.19% of 360,000 active; in the data active = inhibition above about 25%;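 note: 0% = vehicle with enzyme and substrate and 100% = no enzyme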
UHRF1 MBD2 ctr: UHRF1 methylated DNA binding inhibitors, primary screen, counter-screen for MBD2 inhibitor project, biochemical, TR-FRET, human UHRF1, single concentration; E3 ubiquitin-protein ligase UHRF1 (Homo sapiens), Q96T88; UHRF1 binding to methylated oligo; inhibition, % at 4.4 µM; 0.75% of 370,000 active; AID 687016, 2013; in the data active = inhibition above about 21%;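 note: UHRF1 SRA domain binding a hemimethylated CpG hairpin DNA probe; 0% = median of test compound wells and 100% = reference inhibitor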
PLC-gamma1 inh: PLC-gamma1 enzyme inhibitors, primary screen, biochemical, fluorescence, purified enzyme | AID 720700, 2013 | inhibition, % at 12.2 µM | fluorogenic substrate | 0.84% of 370,000 active; in the data active = inhibition above about 9.5%
NR1D1 modulator: modulators of Rev-erb alpha DNA binding, primary screen, biochemical, FITC-DNA, fluorescence polarization, uHTS; AID 1259318, 2017; Rev-erbα–FITC-DNA binding, 90 min; 0.79% of 370,000 active; activity, % at 10 µM;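 active = activity above about 14%, limit read from the data; passing the limit was not always enough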;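 note: 0% = DMSO wells with 35 nM protein and 100% = DMSO wells with 750 nM protein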
Target sequence (P20393 whole entry, looked up): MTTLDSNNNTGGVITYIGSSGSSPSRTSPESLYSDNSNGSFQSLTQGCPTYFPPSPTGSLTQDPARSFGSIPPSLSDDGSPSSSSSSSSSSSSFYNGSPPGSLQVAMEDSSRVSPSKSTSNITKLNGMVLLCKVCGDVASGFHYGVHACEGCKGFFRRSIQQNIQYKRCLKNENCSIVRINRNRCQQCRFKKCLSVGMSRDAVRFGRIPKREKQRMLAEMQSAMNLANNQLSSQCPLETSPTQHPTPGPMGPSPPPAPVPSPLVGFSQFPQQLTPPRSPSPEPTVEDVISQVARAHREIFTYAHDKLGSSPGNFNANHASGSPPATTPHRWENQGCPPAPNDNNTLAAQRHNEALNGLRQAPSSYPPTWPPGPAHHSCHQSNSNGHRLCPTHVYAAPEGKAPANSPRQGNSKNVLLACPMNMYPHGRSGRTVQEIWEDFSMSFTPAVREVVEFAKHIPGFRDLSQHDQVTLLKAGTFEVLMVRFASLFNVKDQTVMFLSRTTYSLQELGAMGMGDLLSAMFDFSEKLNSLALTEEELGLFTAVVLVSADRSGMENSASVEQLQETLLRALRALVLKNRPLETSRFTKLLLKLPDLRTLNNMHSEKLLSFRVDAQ
DDE Tn7 FP inh: inhibitors of Tn7 peptide binding to fibrin DD(E), primary screen, biochemical, fluorescence polarization, human fibrin, Tn7 probe; Fibrinogen beta chain (Homo sapiens), P02675; inhibition, % at 8.3 µM; AID 720508, 2013; FP displacement of FITC-Tn7 peptide from fibrin DD(E); 0% = median of compound wells per plate; 0.13% of 370,000 active;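 active = inhibition above the mean of compounds falling within the control limits plus 3 SD of them, cut at about 14% in these data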;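 note: 0% = plate median of compound wells and 100% = 10 µM Aha-Tn7 peptide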
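Measure: % inhibition scaled between sample-field median and high-control FP; Test system: human fibrin DD(E); Quantity: 2 µM final DD(E) protein; Doses: one dose, 8.3 µM nominal; Schedule: compound with protein 10 min, then 3 h after probe, room temperature; Detection: fluorescence polarization; Medium: Tris buffer with calcium and detergent, pH 7.8.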
DDE Tn6 FP inh: inhibitors of Tn6 peptide binding to fibrin DD(E), primary screen, biochemical, fluorescence polarization, human fibrin, Tn6 probe; Fibrinogen beta chain (Homo sapiens), P02675; Fibrin DD(E) TRITC-Tn6 fluorescence polarization displacement; inhibition, % at 8.3 µM; 0.21% of 370,000 active;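 active = inhibition above a per-campaign cutoff: mean of compounds within control limits plus 3 SD, cut at about 15% in these data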;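 note: 0% = median of all compound wells on the plate and 100% = blocking peptide control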
PLCb3 inh: human PLC-beta3 inhibitors, primary screen, biochemical, fluorescence. 0.18% of 370,000 active. 1-phosphatidylinositol 4,5-bisphosphate phosphodiesterase beta-3 (Homo sapiens), Q01970. inhibition, % at 12.2 µM. Purified PLC-beta3, fluorogenic substrate; in the data active = inhibition above about 11%;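 note: 0% = median of compound wells on plate and 100% = full blocker control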
Starred values were filed as active, the others as inactive; i = inactive.

Compound	proKLK7 act	HGIII-sPLA2 inh	ASAP1 GAP inh	DDE Tn6 FP inh	ARFGAP1 inh	PLC-gamma1 inh	UHRF1 MBD2 ctr	PLCb3 inh	NR1D1 modulator	DDE Tn7 FP inh
COc1ccc(NC(=O)N(C)C[C@H]2OCCCC[C@H](C)Oc3ccc(NS(=O)(=O)c4cn(C)cn4)cc3C(=O)N([C@H](C)CO)C[C@@H]2C)cc1	0.4	-7	8	1	-12	-2	-1	-3	2	-2
COc1ccc(N(CC(=O)Nc2cc(C)on2)S(=O)(=O)c2ccc(Cl)cc2)cc1	-0.1	0	13	-6	17	5	0	4	-5	-11
C=CC[C@@H](CC(=O)NCCO)C(=O)NCCOC(=O)[C@@H](CC=C)Cc1ccc(F)cc1	-0.1	-1	-7	-3	-12	2	-3	7	6	-3
CCOc1ccc(CN(C)C(=O)CNC(=O)c2ccccc2)cc1	0.1	-4	13	6	-6	0	-1	-7	-6	4
Cc1ccc(-c2nnn(CC(=O)N(CC3CCCO3)C(C(=O)NC3CCCC3)c3ccc(F)cc3)n2)o1 (centres undefined)	1.5	11	-5	6	-4	0	-1	1	0	7
COc1ccc(NC(=S)NNc2ccc(C(=O)O)cc2)cc1	0.1	-5	4	3	4	1	-2	-5	2	1
NNC(=O)CC(=O)NC1(Cc2ccc(O)cc2)CCCCC1	0.3	-17	3	-5	-3	2	-3	2	9	8
O=C1CN(C(=O)/C=C/c2cccc(Cl)c2)c2ccccc2N1	0.2	-5	8	-2	12	6	0	4	-4	-10

Other entries follow:
Compound	proKLK7 act	HGIII-sPLA2 inh	ASAP1 GAP inh	DDE Tn6 FP inh	ARFGAP1 inh	PLC-gamma1 inh	UHRF1 MBD2 ctr	PLCb3 inh	NR1D1 modulator	DDE Tn7 FP inh
COc1ccccc1CC(=O)N1CCC(n2nccc2NC(=O)C2CCOC2)CC1 (centres undefined)	-0.4	7	6	5	-1	0	-3	-9	0	7
O=C(Cn1c(=O)oc2cc(S(=O)(=O)N3CCCC3)ccc21)Nc1ccc(C(F)(F)F)cc1	0.6	1	-4	-6	8	-7	1	-9	2	4
CCSc1nnc(NC(=O)NC(C)(C(F)(F)F)C(F)(F)F)s1	-0.3	1	1	0	11	3	-2	0	-4	4
CCCOc1c(Br)cc(C(=O)OCC(=O)NC(=O)c2cccn2C)cc1OC	0.5	2	-3	-6	7	-4	4	-7	1	-3
C=C1CCN(C(CC(C)C)C(=O)OC)S(=O)(=O)c2ccccc21 (centres undefined)	0.0	4	1	4	-4	3	0	2	-8	0
NC(N)=NCc1cccc(I)c1	-0.2	2	-6	-1	10	0	0	4	6	-10
COc1ccc(C2N(C(=O)CN3CCOCC3)CCN2S(=O)(=O)c2ccccc2)cc1 (centres undefined)	0.5	-2	-9	2	6	0	2	3	1	-1
Cc1ccc(C23OCCN2CCn2nc4ccccc4c23)cc1 (centres undefined)	44*	4	-1	-11	-7	-381	6	i	5	1

Remaining list, next part:
Compound	proKLK7 act	HGIII-sPLA2 inh	ASAP1 GAP inh	DDE Tn6 FP inh	ARFGAP1 inh	PLC-gamma1 inh	UHRF1 MBD2 ctr	PLCb3 inh	NR1D1 modulator	DDE Tn7 FP inh
CCOCCCN(C(=O)Cn1nnc(-c2ccc(C)o2)n1)C(C(=O)NCC1CCCO1)c1ccc(F)cc1 (centres undefined)	0.0	-5	-17	3	-19	1	-3	-3	-8	3
Cc1ccc(NS(=O)(=O)c2ccc3c(c2)CC(=O)N3)cc1F	5.0	-39	11	-1	7	-3	-2	-8	3	1
CC(C)C[C@H]1COc2cccc(N3CCC[C@H]3CO)c2S(=O)(=O)N1	0.6	6	1	7	-1	-1	1	0	3	-2
O=C(OCCOc1ccccc1Cl)c1ccc(-n2cnnn2)cc1	0.6	-30	0	-11	17	2	2	2	2	-1
Cc1ccc(N2CCN(S(=O)(=O)N(C)C)CC2)cc1C	0.2	-1	-1	-3	11	1	-1	2	1	-1
CS(=O)(=O)Nc1ccc(N2CCCCC2)c(Cl)c1	0.1	-1	-3	6	-15	-2	-8	2	2	2
Cn1nnnc1SC(C(=O)Nc1ccc(F)cc1)c1ccccc1 (centres undefined)	0.0	-9	16	8	6	0	-2	-4	-2	4
N#Cc1c(-c2ccccc2)cc(-c2ccccc2)nc1SCC(=O)O	0.7	-24	-11	7	-1	-4	-2	-9	4	6

More structures follow:
Compound	proKLK7 act	HGIII-sPLA2 inh	ASAP1 GAP inh	DDE Tn6 FP inh	ARFGAP1 inh	PLC-gamma1 inh	UHRF1 MBD2 ctr	PLCb3 inh	NR1D1 modulator	DDE Tn7 FP inh
CC(CCc1ccc(O)cc1)NCc1ccc(Br)cc1 (centres undefined)	0.1	-9	3	2	4	-2	0	-6	4	-2
Cc1ccc(OCC(=O)N/N=C\c2ccc(C)o2)c(C)c1	0.4	-11	-11	-2	3	2	-2	1	-4	0
O=C(Nc1ccc(Br)cn1)C1CCCN1S(=O)(=O)c1ccccc1 (centres undefined)	-0.6	-5	-6	-3	-1	-4	-2	0	-1	5
CC1(C)CC(=O)c2c(oc3cc(O)c(O)cc23)C1	0.0	5	-4	-2	3	2	4	2	-4	-4
CCN(C(=O)Nc1cccc(Cl)c1)c1ccccc1	-0.2	-3	-7	-2	5	2	-2	-8	2	-3
Cc1ccccc1OCCCC(=O)NC1CCCCC1	0.3	-2	-1	-8	8	1	-2	-4	-7	7
COc1cccc(-n2nc(C(=O)NCC3CCCO3)c3ccccc3c2=O)c1 (centres undefined)	-0.7	5	-11	-3	-7	-7	0	-15	8	0
O=C(Nc1ccc(Cl)c(S(=O)(=O)N2CCOCC2)c1)[C@@H]1CCCN1C(=O)c1cccs1	0.4	-4	-6	0	-5	-4	1	-7	-2	4

Compound profiles, from the list above. Order of values: proKLK7 act	HGIII-sPLA2 inh	ASAP1 GAP inh	DDE Tn6 FP inh	ARFGAP1 inh	PLC-gamma1 inh	UHRF1 MBD2 ctr	PLCb3 inh	NR1D1 modulator	DDE Tn7 FP inh
`Cc1ccccc1OCCCC(=O)NC1CCCCC1` in the list: 0.3	-2	-1	-8	8	1	-2	-4	-7	7
`COc1cccc(-n2nc(C(=O)NCC3CCCO3)c3ccccc3c2=O)c1` (centres undefined) in the list: -0.7	5	-11	-3	-7	-7	0	-15	8	0
`CC(CCc1ccc(O)cc1)NCc1ccc(Br)cc1` (centres undefined) in the list: 0.1	-9	3	2	4	-2	0	-6	4	-2

Going on with the list:
Compound	proKLK7 act	HGIII-sPLA2 inh	ASAP1 GAP inh	DDE Tn6 FP inh	ARFGAP1 inh	PLC-gamma1 inh	UHRF1 MBD2 ctr	PLCb3 inh	NR1D1 modulator	DDE Tn7 FP inh
NC(=O)C1CCN(CC(=O)Nc2cc(Cl)ccc2Oc2ccccc2)CC1	0.0	0	21	5	2	1	1	2	-4	1
COc1ccc(C2C3=C(CC(C)(C)CC3=O)Oc3ncn4nc(-c5cccnc5)nc4c32)cc1 (centres undefined)	0.0	8	15	-15	6	5	-2	-9	-2	8
CC(NC(=O)c1c(O)c2ccccc2[nH]c1=O)c1ccccc1 (centres undefined)	-0.2	5	1	1	0	-2	2	-9	-3	-1
COc1ccc(NC(=O)COC(=O)Cc2cccs2)cc1OC	0.5	1	3	-5	7	0	0	1	-9	-11
Nn1c(Cc2cccc3ccccc23)nnc1SCC(=O)NC1CCS(=O)(=O)C1 (centres undefined)	-0.4	-1	3	-9	-7	-1	0	0	-2	-4
CC(=O)N1CCCc2cc(S(=O)(=O)N3CCCC(C(=O)Nc4cccc(F)c4)C3)ccc21 (centres undefined)	0.9	-12	4	1	6	4	1	-2	-3	-2
O=C(NCCOc1ccccc1)C1CCC(=O)N(CCCN2CCCC2=O)C1 (centres undefined)	-0.5	0	-14	0	-3	-1	1	-7	-1	0
CC(Sc1nnc(COc2ccc(Cl)cc2)o1)C(=O)Nc1ccc(N2CCOCC2)cc1 (centres undefined)	0.1	-8	3	-1	1	-2	-2	-10	2	2

More structures.
Compound	proKLK7 act	HGIII-sPLA2 inh	ASAP1 GAP inh	DDE Tn6 FP inh	ARFGAP1 inh	PLC-gamma1 inh	UHRF1 MBD2 ctr	PLCb3 inh	NR1D1 modulator	DDE Tn7 FP inh
CCC(C(=O)Nc1ccc(N2CCOCC2)c(S(=O)(=O)Nc2ccccc2OC)c1)c1ccccc1 (centres undefined)	0.3	-31	-1	-2	-1	3	0	-1	9	1
Cc1oc2ccc(O)cc2c1C(=O)c1ccc(Cl)cc1	0.8	-25	3	2	1	-6	-2	1	-1	2
CC(=O)N1Cc2cc(C(=O)NCC(F)(F)F)nc(-c3cccc(-c4cccnc4)c3)c2[C@H]1CCO	0.4	8	-7	4	-8	2	-1	-1	7	-6
Cc1oc2c(C)c3oc(=O)c(CCC(=O)NCCN4CCOCC4)c(C)c3cc2c1C	-6.5	0	4	-1	2	-110	3	-143	-8	0
COc1cccc(NC(=O)CN(C)C(=O)c2cccc(S(=O)(=O)Nc3ccccc3OC)c2)c1	-0.8	-9	4	1	7	-1	-2	-4	4	-4
COc1ccc(C)cc1NS(=O)(=O)c1cccc2nonc12	-0.3	3	2	-3	3	-2	1	3	-4	6
CCC1=NN(C(=O)CCc2ccccc2)C(O)(C(F)(F)F)C1 (centres undefined)	0.0	-3	-8	-3	21	2	-1	0	-3	5
O=C(NCc1ccco1)c1ccc(C(=O)NCc2ccco2)cc1	0.3	14	-4	2	0	0	2	-5	-13	11

From PubChem BioAssay

No enrichment for hits, and some 4.5% of all compounds hit somewhere here.
